MEP2-GFP yeast = modulators of TOR pathway MEP2-GFP in S. cerevisiae; S. cerevisiae MEP2-GFP strain, flow cytometry GFP, 3 h; 100% = DMSO control level; GFP response vs DMSO, % at 10 µM; 330,000 compounds, 0.51% hits; AID 2016;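 active = GFP response versus DMSO above a set limit, roughly screen mean plus 3 SD, cut at about 180% in these data; inconclusive = fewer than 70 cells counted for a yeast strain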;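 note: median GFP fluorescence of the barcode-gated MEP2-GFP cells per well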
RPL19A TOR yeast = modulators of TOR pathway RPL19A-GFP in S. cerevisiae. S. cerevisiae RPL19A-GFP strain, flow cytometry, 3 h; hits give low values. percent response vs DMSO, % at 10 µM. 330,000 compounds, 0.3% hits. AID 2025;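 active = percent response vs DMSO below 50%; inconclusive = fewer than 70 events counted for the yeast strain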;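 note: median channel GFP fluorescence of the barcoded RPL19A-GFP strain; ratio of sample median GFP to plate DMSO average so 100% = DMSO; lower means less RPL19A-GFP as with rapamycin TOR inhibition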
CIT2-GFP yeast = alters CIT2-GFP fluorescence in TOR pathway yeast screen; 320,000 compounds, 0.065% hits; S. cerevisiae CIT2-GFP strain, flow cytometry, 3 h; 100 means same as DMSO wells; GFP response vs DMSO, % at 10 µM;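 active = GFP response relative to DMSO above a set limit, near the screen mean plus 3 SD, cut at about 150% in these data; inconclusive = Fewer than 70 cells measured for a yeast strain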;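 note: ratio of well median GFP fluorescence to mean of DMSO wells on the plate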
LAP4 TOR yeast = modulators of TOR pathway LAP4-GFP in S. cerevisiae; S. cerevisiae LAP4-GFP multiplex, flow cytometry GFP, 3 h; median GFP as percent of DMSO wells; GFP response vs DMSO, % at 10 µM; 320,000 compounds, 0.34% hits;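 active = GFP response vs DMSO above a set limit, about the screen mean plus 3 SD, cut at about 150% in these data; inconclusive = under 70 cell events counted for the yeast strain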
AHR act = human AHR activation | 320,000 compounds, 2.5% hits | AHR-responsive luciferase reporter cells, luminescence | AID 2796 | activation, % at 5 µM; in the data active = activation above about 47%;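 note: 0% = vehicle wells and 100% = reference agonist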
procasp3 activ = activates human procaspase-3; recombinant procaspase-3 D3A, Ac-DEVD-pNA absorbance 405 nm; 330,000 compounds, 0.11% hits; activation, % at 8.5 µM; P42574;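 active = activation above the mean of all tested compounds plus 3 SD, cut at about 21% in these data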;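 note: 0% = DMSO alone and 100% = DMSO wells spiked with extra 5 µM PC-3 D3A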
Target sequence (P42574 whole entry D9A/D28A/D175A): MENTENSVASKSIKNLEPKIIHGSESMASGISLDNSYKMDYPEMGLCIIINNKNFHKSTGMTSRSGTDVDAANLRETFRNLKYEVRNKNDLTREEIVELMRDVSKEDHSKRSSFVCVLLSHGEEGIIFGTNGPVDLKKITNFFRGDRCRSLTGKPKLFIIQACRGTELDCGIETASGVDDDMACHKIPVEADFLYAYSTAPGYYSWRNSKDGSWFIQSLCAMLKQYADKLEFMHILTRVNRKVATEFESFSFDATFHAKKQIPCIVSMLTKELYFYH
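Compound: 8.5 µM single point, 0.8% DMSO / Material: Autoprocessing-dead procaspase-3 D3A mutant enzyme / Timing: 1 h preincubation plus 2 h reaction at 25 °C / Medium: Zinc-free HEPES/NaCl buffer with 0.01% Triton X-100 at pH 7.4 / Technique: 405 nm absorbance of p-nitroaniline, reads at 0 and 120 min / Repeats: one well per compound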
AGP1-GFP MLPCN = yeast TOR pathway AGP1-GFP modulation; 320,000 compounds, 0.02% hits; GFP response vs DMSO, % at 10 µM; S. cerevisiae AGP1-GFP multiplex flow cytometry, 3 h; GFP as percent of DMSO wells;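 active = GFP response relative to DMSO above a set limit, near screen average plus 3 SD, cut at about 150% in these data; inconclusive = fewer than 70 cells counted for the yeast strain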;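 note: median GFP channel fluorescence of the gated AGP1 strain per well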
procasp7 counter = counter-screen: procaspase-7 (human) activation | P55210 | recombinant procaspase-7, Ac-DEVD-pNA absorbance 405 nm; D23A/D198A/D206A triple mutant, cannot self-cleave; scale: DMSO 0, 5 µM enzyme 100 | activation, % at 8.5 µM | 330,000 compounds, 0.093% hits | AID 463210;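 active = percent activation above the screen-wide mean plus 3 SD, cut at about 25% in these data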
Target sequence (P55210 whole entry D23A/D198A/D206A): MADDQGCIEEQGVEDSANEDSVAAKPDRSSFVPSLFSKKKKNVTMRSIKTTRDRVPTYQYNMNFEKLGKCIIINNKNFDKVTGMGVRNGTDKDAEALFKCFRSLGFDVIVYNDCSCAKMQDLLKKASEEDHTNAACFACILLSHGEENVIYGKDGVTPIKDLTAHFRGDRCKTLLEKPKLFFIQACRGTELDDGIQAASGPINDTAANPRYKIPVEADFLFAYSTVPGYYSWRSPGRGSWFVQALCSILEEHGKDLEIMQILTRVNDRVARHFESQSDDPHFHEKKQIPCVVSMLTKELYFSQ
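buffer or medium = Zinc-free HEPES/NaCl buffer, pH 7.4 | material = Procaspase-7 triple mutant (PC-7 D3A) | input = 2 µM procaspase-7 mutant as dispensed | signal = Epi-absorbance of released pNA at 405 nm, two timepoints | timing = 1 h preincubation, 2 h reaction | replicates = singlicate compound testing | evaluation = % activation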
The depositor's hits bear a star; ? = inconclusive; . = no result given; [ ] = another dose, or the depositor's remark.

Start of the listing, in advance (12 entries):
SMILES	MEP2-GFP yeast	RPL19A TOR yeast	CIT2-GFP yeast	LAP4 TOR yeast	AHR act	procasp3 activ	AGP1-GFP MLPCN	procasp7 counter
COCCn1c(-c2ccc(C)cc2)nc2oc3cc(OC)ccc3c(=O)c2c1=O	91.1	96.2	100.9	104.8	12.7	-4.5	103.7	3.9
N/C(=N\OC(=O)c1ccco1)c1cccnc1	100.6	95.6	112.7	97.6	-1.1	-1.7	100.1	-10.1
Cc1sc2ncn(CC(=O)NCc3ccccn3)c(=O)c2c1S(=O)(=O)N1CCOCC1	102.1	103.8	.	96.3	-0.9	0.9	105.4	-1.7
CCN1CCc2c(sc(NC(=S)NC(=O)c3ccc(Cl)cc3)c2C(N)=O)C1	122.8	102.6	99.4	119.9	5.6	-29.9	107.8	-39.9
Cc1cc([N+](=O)[O-])nn1CC(=O)N/N=C/c1ccccc1F	108.9	100.5	103.8	118.2	0.5	3.8	104.8	-3.5
COc1ccc2nc(NC(=O)c3ccoc3C)sc2c1	106.3	94.8	89.4	125.5	-2.8	4.4	91.8	-2.8
CCCn1c(C)nc2cc(Cl)c(N3CCN(c4nc(-c5ccc(C)cc5)cs4)CC3)cc21	106.1	88.5	110.8	128.6	4.9	-6.3	105.4	-4.0
CCCCCn1nc(C(=O)N(CC(C)C)c2c(N)n(CCCC)c(=O)[nH]c2=O)c2ccccc2c1=O	119.6	92.4	110.7	114.8	5.0	3.4	117.8	7.0
COc1ccc(CN(C(=O)c2snc(C(N)=O)c2N)C(C(=O)NC2CCCC2)c2cc(OC)ccc2OC)cc1 (configuration not stated)	302.2*[may fluoresce violet]	41.5*[may fluoresce violet]	?	74.0[may fluoresce violet]	7.1	-10.2	?	-4.1
COc1ccc(N2C(=O)C3CCCN3C2=O)cc1 (configuration not stated)	102.5	98.8	91.2	99.2	-1.0	-1.1	98.5	-1.0
CCOc1ccc(Cc2c(C)[nH]c3ccc(C(=O)O)cc3c2=S)cc1	100.4	104.9	99.8	102.0	1.7	-7.8	103.4	-7.6
CCOC(=O)c1ccccc1NC(=O)COC	103.8	102.4	102.8	98.4	-3.1	4.7	106.8	-5.5

The whole of this part (from the top)
SMILES	MEP2-GFP yeast	RPL19A TOR yeast	CIT2-GFP yeast	LAP4 TOR yeast	AHR act	procasp3 activ	AGP1-GFP MLPCN	procasp7 counter
COCCn1c(-c2ccc(C)cc2)nc2oc3cc(OC)ccc3c(=O)c2c1=O	91.1	96.2	100.9	104.8	12.7	-4.5	103.7	3.9
N/C(=N\OC(=O)c1ccco1)c1cccnc1	100.6	95.6	112.7	97.6	-1.1	-1.7	100.1	-10.1
Cc1sc2ncn(CC(=O)NCc3ccccn3)c(=O)c2c1S(=O)(=O)N1CCOCC1	102.1	103.8	.	96.3	-0.9	0.9	105.4	-1.7
CCN1CCc2c(sc(NC(=S)NC(=O)c3ccc(Cl)cc3)c2C(N)=O)C1	122.8	102.6	99.4	119.9	5.6	-29.9	107.8	-39.9
Cc1cc([N+](=O)[O-])nn1CC(=O)N/N=C/c1ccccc1F	108.9	100.5	103.8	118.2	0.5	3.8	104.8	-3.5
COc1ccc2nc(NC(=O)c3ccoc3C)sc2c1	106.3	94.8	89.4	125.5	-2.8	4.4	91.8	-2.8
CCCn1c(C)nc2cc(Cl)c(N3CCN(c4nc(-c5ccc(C)cc5)cs4)CC3)cc21	106.1	88.5	110.8	128.6	4.9	-6.3	105.4	-4.0
CCCCCn1nc(C(=O)N(CC(C)C)c2c(N)n(CCCC)c(=O)[nH]c2=O)c2ccccc2c1=O	119.6	92.4	110.7	114.8	5.0	3.4	117.8	7.0
COc1ccc(CN(C(=O)c2snc(C(N)=O)c2N)C(C(=O)NC2CCCC2)c2cc(OC)ccc2OC)cc1 (configuration not stated)	302.2*[may fluoresce violet]	41.5*[may fluoresce violet]	?	74.0[may fluoresce violet]	7.1	-10.2	?	-4.1
COc1ccc(N2C(=O)C3CCCN3C2=O)cc1 (configuration not stated)	102.5	98.8	91.2	99.2	-1.0	-1.1	98.5	-1.0
CCOc1ccc(Cc2c(C)[nH]c3ccc(C(=O)O)cc3c2=S)cc1	100.4	104.9	99.8	102.0	1.7	-7.8	103.4	-7.6
CCOC(=O)c1ccccc1NC(=O)COC	103.8	102.4	102.8	98.4	-3.1	4.7	106.8	-5.5
COc1cccc(NC(=O)c2cnn(-c3ccccc3)c2C)c1	102.8	103.7	105.4	101.8	-2.9	0.6	101.5	-2.5
COc1cc(/C=N/n2cnn(Cc3ccccc3Cl)c2=S)cc(OC)c1OC	99.7	100.6	92.1	108.8	0.4	-0.6	101.8	-1.0
Cc1ccc2c(c1)N(CC(=O)NCCc1ccccc1)C(=O)c1cccnc1O2	103.9	102.2	107.0	100.3	2.3	-5.5	111.7	4.7
O=C1Nc2ccccc2OC1CC(=O)N1CCOCC1 (configuration not stated)	105.0	100.8	102.8	98.2	2.4	-2.3	104.2	8.4
COc1ccc(N2CCN(C(=O)NCc3ccc(OC)c(Cl)c3)CC2)cc1	104.7	103.2	116.8	104.1	-1.3	-2.1	116.5	1.8
CCN1CC2=C(OC(N)=C(C#N)C2c2ccccc2)/C(=C\c2ccccc2)C1 (configuration not stated)	103.5	96.3	98.8	98.2	9.6	-4.8	97.7	0.3
C=CCn1c(SCC(=O)Nc2cccc3ccccc23)nc(O)c(CC)c1=O	111.0	103.6	100.6	104.5	10.5	0.9	108.8	10.0
CCc1ccc(NC(=O)/C(C#N)=C/c2cn(CC(=O)O)c3ccccc23)cc1	100.6	93.5	94.7	101.7	19.6	-6.3	103.2	-8.2
CCOC(=O)c1c(C)n(C)c2ccc(OC)c(NC(=O)CCN3CCC(Cc4ccccc4)CC3)c12	97.1	94.7	99.1	105.6	65.8*	2.9	103.3	-1.7
Oc1ccc(-c2cn3c(n2)SCC3)cc1O	98.0	98.0	95.2	100.8	1.1	-20.3	97.6	-24.7
CC/C=C/C(=O)N1CC2(CC(c3cccc(NC(=O)CC)c3)=NO2)C[C@H]1C(N)=O (some centres not stated)	93.7	97.2	95.5	101.6	-0.6	-9.8	88.4	-1.4
COc1cc(C(=O)NNC(=O)c2ccc(F)cc2)ccc1OCC(=O)N1CCOCC1	86.9	88.0	94.0	90.9	1.0	6.6	91.3	5.7
COc1ccccc1C(=O)NCC(=O)OCC(=O)c1ccc(Cl)s1	99.5	95.9	92.1	108.9	6.5	0.3	103.0	-2.3
CCC(C)NC(=O)CNC(=S)N(CCCN1CCOCC1)Cc1cccs1 (configuration not stated)	103.8	101.6	97.0	98.8	0.2	-9.5	102.2	-9.4
COc1ccc2c(c1)OC[C@H]1[C@H]2N2C(=O)c3cc(C)ccc3NC(=O)[C@@]2(C)[C@H]1c1ccccc1	95.4	95.3	93.7	100.0	0.3	9.0	97.5	4.7
Cc1cc(C(=O)CSc2nc3ccccc3[nH]2)c(C)n1C	105.1	104.0	105.9	104.2	3.3	-5.9	104.5	-3.2
Cc1ccc(NC(=O)CSc2nc3ccccc3c(=O)n2CCCN2CCCCC2)cc1Cl	125.3	90.8	93.5	104.7	-1.6	1.1	96.2	3.3
Cc1nc2ccccc2n1CC(=O)OCC(=O)NC1CC1	107.7	99.1	103.0	116.3	1.1	-2.0	109.4	-1.2
Cc1cc(C)cc(NC(=O)Cn2nnc(C(=O)NCc3ccco3)c2N)c1	107.0	105.2	109.2	107.8	5.0	8.4	110.6	-7.0
O=C(NC1CCCN(C2Cc3ccccc3C2)C1)c1ccc(F)cc1Cl (configuration not stated)	96.7	98.7	96.8	86.8	4.2	5.5	98.3	7.0
O=[N+]([O-])c1cc2c(cc1CN1CCN(c3ccccc3)CC1)OCO2	104.7	105.8	103.5	95.3	18.5	-6.5	104.5	-5.4
CC(C)[C@H](NC(=O)[C@@H]1CSC2c3ccccc3C(=O)N21)C(=O)NCc1ccncc1 (some centres not stated)	163.0[may fluoresce violet]	27.0*[may fluoresce violet]	?	89.3[may fluoresce violet]	-1.6	1.1	?	7.2
O=C(COc1ccc(Cl)cc1)Nc1cccc(S(=O)(=O)NC2=NCCCCC2)c1	104.3	101.1	93.5	104.0	6.5	-3.4	103.2	6.0
CC1(OC(=O)C2CCCC2)C(=O)C=C2C=C(C3CC3)OC=C2C1=O (configuration not stated)	91.3	96.4	64.7	112.2	0.4	0.2	80.0	-4.4
CC(=O)Nc1cccc(-c2csc(Nc3ccc(Cl)cn3)n2)c1	97.5	94.2	94.5	103.6	10.8	10.1	99.3	-1.9
CCN(CC(=O)NCc1ccc(F)cc1)C(=O)COc1ccc(C)c(C)c1	106.6	105.0	98.1	92.5	5.1	0.0	99.7	-13.3
Clc1ccccc1OCc1nn[nH]n1	96.8	100.5	99.6	108.7	-1.0	7.8	103.0	-2.8
COc1ccc(CN2CCN(CCc3ccccc3)C(CCO)C2)c(O)c1 (configuration not stated)	108.8	108.5	108.0	114.2	2.6	-5.5	113.0	8.3
CCOC(=O)c1sc2nc(C(C)C)c3c(c2c1N)CCC3	102.8	98.5	92.5	101.3	2.5	-19.0	96.3	-26.1
N#Cc1ccccc1OCC(=O)NNC(=O)CNC(=O)c1cccc(Br)c1	99.2	92.7	97.4	94.0	2.3	4.2	94.3	7.1
COc1ccc(C(C(=O)NCc2ccc(F)cc2)N(Cc2cccnc2)C(=O)c2snc(C(N)=O)c2N)cc1 (configuration not stated)	121.7	97.9	98.3	102.0	-0.4	-4.1	99.5	-5.3
COC(=O)c1ccc(COC(=O)CNC(=O)CNC(=O)c2ccc(C)cc2)cc1	111.0	106.4	94.8	101.5	-0.4	1.3	107.1	-4.2
CC1CCCC(NC(=O)CN(C)S(=O)(=O)c2cccc3cccnc23)C1C (configuration not stated)	105.0	100.8	93.8	99.2	2.6	7.0	101.4	6.7
O=C(/C=C/c1ccc2c(c1)OCCCO2)c1ccccc1O	100.8	102.4	96.3	101.6	5.4	-1.7	92.5	-4.7
CN(CC(=O)Nc1cccc(F)c1)C(=O)C1CSC2(C)CCC(=O)N12 (configuration not stated)	102.0	102.3	93.0	103.3	1.6	-4.7	95.7	-5.8
CCSc1nc2c(c(-c3ccc(C)o3)c1C#N)CCCC2	95.9	98.0	89.6	107.3	5.1	-12.4	96.0	-3.5
O=C(NCc1ccccn1)Nc1ccccc1	91.3	99.7	87.3	85.8	10.4	4.6	89.2	3.7
CCCNc1c(NS(=O)(=O)c2cccc(C#N)c2)c(=O)oc2ccccc12	97.6	99.6	99.2	99.9	-4.6	-1.7	102.5	6.2
Cc1ccc(OCc2n[nH]c(=S)n2Cc2ccccc2)cc1	104.9	96.0	98.7	97.3	0.8	-12.0	96.6	-24.9
Cc1ccc(S(=O)(=O)c2nc(N3CCOCC3)sc2Cl)cc1	105.7	106.7	103.6	104.6	-4.2	3.0	111.0	11.0
